NPY-Y1 PAM-ag: human NPY-Y1 potentiation or agonism, primary screen | P25929 | NPY-Y1 expressing cells, potentiator/agonist activation | activation, % at 3.6 µM | 0.37% of 220,000 active; in the data active = activation above about 33%, passing the limit was not always enough;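 note: cells stimulated with NPY at EC10 then isoproterenol at EC100; 0% = low agonist plus stimulus and 100% = saturating agonist plus stimulus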
Target sequence (P25929 whole entry, looked up): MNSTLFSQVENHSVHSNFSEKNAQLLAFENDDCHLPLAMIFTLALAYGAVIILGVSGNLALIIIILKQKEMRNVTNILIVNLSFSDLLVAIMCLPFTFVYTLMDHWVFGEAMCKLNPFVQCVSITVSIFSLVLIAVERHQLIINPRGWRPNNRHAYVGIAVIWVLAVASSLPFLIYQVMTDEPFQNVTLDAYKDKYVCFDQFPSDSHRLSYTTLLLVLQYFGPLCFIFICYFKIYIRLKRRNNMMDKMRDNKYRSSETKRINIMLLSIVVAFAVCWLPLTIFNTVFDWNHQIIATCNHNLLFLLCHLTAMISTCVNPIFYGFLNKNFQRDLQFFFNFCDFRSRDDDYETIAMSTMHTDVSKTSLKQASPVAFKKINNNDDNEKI
p47phox inh: inhibitors of human p47phox binding | p47phox/p22phox peptide binding, fluorescence polarization, 2 h | inhibition, % at 24.7 µM | 0.53% of 220,000 active;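 active = inhibition above about 30%, limit read from the data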;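 note: 0% = p47phox with labelled peptide and 100% = labelled peptide alone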
S1P4 agonist: human S1P4 receptor agonism; 0.35% of 220,000 active; AID 1509; activation, % at 4.98 µM; S1P4-expressing cell line, agonist reporter assay; O95977; in the data active = activation above about 11%;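 note: 0% = DMSO vehicle and 100% = reference agonist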
NPY2 pot ag: potentiates or activates human NPY-Y2 receptor; P49146; cells expressing NPY-Y2, potentiator/agonist read-out; activation, % at 3.6 µM; 0.45% of 220,000 active; in the data active = activation above about 27%;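 note: cells stimulated with NPY near EC25 plus isoproterenol at EC100; 0% = vehicle plus submaximal agonist and 100% = vehicle plus saturating agonist; some results beyond the cut were filed as inactive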
Target sequence (P49146 whole entry, looked up): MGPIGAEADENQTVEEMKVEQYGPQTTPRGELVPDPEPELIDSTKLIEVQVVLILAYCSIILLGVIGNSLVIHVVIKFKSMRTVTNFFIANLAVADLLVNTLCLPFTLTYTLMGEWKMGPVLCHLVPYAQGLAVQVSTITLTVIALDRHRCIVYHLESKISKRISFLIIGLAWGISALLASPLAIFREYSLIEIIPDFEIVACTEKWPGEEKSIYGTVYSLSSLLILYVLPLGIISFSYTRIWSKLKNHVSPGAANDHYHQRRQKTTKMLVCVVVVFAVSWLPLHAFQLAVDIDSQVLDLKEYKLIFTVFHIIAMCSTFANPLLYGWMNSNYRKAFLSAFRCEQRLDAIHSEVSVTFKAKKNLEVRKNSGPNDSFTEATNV
S1P4 antag: blocks the human S1P4 receptor. O95977. S1P4-expressing cells, antagonist mode, reporter read-out. inhibition, % at 4.98 µM. 0.26% of 220,000 active. AID 1510; in the data active = inhibition above about 29%;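 note: 0% = wells stimulated with agonist and 100% = vehicle wells without agonist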
Ba/F3 V617F tox: reduce viability of Ba/F3 cells dependent on JAK2V617F; Ba/F3 EpoR-JAK2V617F viability, ATP luminescence; 1.1% of 220,000 active; inhibition, % at 5.6 µM;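 active = inhibition above the campaign mean plus 3 SD over all tested compounds, cut at about 24% in these data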;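 note: cytokine-independent growth of Ba/F3 cells driven by EpoR plus mutant JAK2; 0% = DMSO-treated cells and 100% = JAK inhibitor I control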
NPY Y1 blocker: antagonists of human neuropeptide Y receptor Y1; P25929; HEK293-CNG Y1 cells, membrane potential fluorescence; NPY at EC95, then isoproterenol; inhibition, % at 3.6 µM; 1% of 200,000 active; AID 1040;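 active = inhibition above the campaign mean inhibition of all tested compounds plus 3 SD, cut at about 20% in these data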;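 note: 0% = DMSO wells given NPY plus isoproterenol and 100% = isoproterenol alone without NPY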
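Material: HEK293 cells co-expressing NPY Y1 receptor and cyclic-nucleotide gated channel. Timing: compound incubation 1 h at room temperature, readout 45 min post-stimulation. Signal: fluorescence, membrane potential probe.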
CHOP inhibitor: CHOP inhibition in unfolded protein response | CHO-K1 CHOP-promoter luciferase, tunicamycin-induced, 15-18 h | inhibition, % at 10 µM | 3.8% of 220,000 active | AID 2732;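 active = compounds that reduced the stress-induced luciferase reporter signal by more than about 70% of percent inhibition, limit read from the data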;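 note: 0% = tunicamycin plus vehicle and 100% = wells without tunicamycin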
BaF3 tox: reduces parental Ba/F3 cell viability, JAK2V617F counter-screen. CellTiter-Glo ATP luminescence. inhibition, % at 5.6 µM. 1.1% of 220,000 active;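 active = inhibition above a per-campaign cutoff, the mean inhibition of all tested compounds plus 3 SD, cut at about 27% in these data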;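 note: 0% = DMSO wells and 100% = JAK Inhibitor I control wells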
Numbers without * were called inactive; . = not tested or not shown. Random draw from the library, and some 7.1% of all compounds hit somewhere here.

SMILES	NPY-Y1 PAM-ag	p47phox inh	S1P4 agonist	NPY2 pot ag	S1P4 antag	Ba/F3 V617F tox	NPY Y1 blocker	CHOP inhibitor	BaF3 tox
O=C(/C=C/c1ccccc1)NC(=S)N1CCSCC1	15.1	-1.2	6.5	-4.6	-1.9	-1.8	5.9	15.5	7.8
CCOC(=O)CSc1nnc(CNC(=O)c2ccc(S(=O)(=O)N3CCCCC3)cc2)n1C	-8.0	-6.6	0.4	-1.8	10.2	-1.4	-5.5	2.3	4.0
CSc1sc(C(=O)NC(=O)NCc2ccncc2)c(C)c1-c1ccon1	1.1	-14.2	0.2	6.7	0.3	3.2	.	31.5	4.6
O=C1N/C(=N\c2ccccn2)SC1Cc1ccc(Cl)cc1 (stereo not given)	13.3	-8.1	-0.9	15.0	-8.3	-1.8	-1.2	-4.0	1.1
CCOC(=O)c1ccc(S(=O)(=O)Nc2cc(C(C)(C)C)no2)cc1	-34.3	-21.6	-0.3	-6.8	-6.7	0.6	8.7	20.1	5.1
CCC1Sc2ccccc2N(CC(=O)NCc2ccccc2OC)C1=O (stereo not given)	-7.8	-0.2	-0.9	-8.0	-1.3	0.2	0.3	4.9	8.6
c1ccc(-c2noc(CCC3CCCC3)n2)cc1	16.9	-5.8	0.7	3.7	-5.9	-2.8	-8.6	30.8	10.1
CCCCc1ccc(-c2nc(NC(=O)C3C4CCC(O4)C3C(=O)O)sc2C)cc1 (stereo not given)	2.6	-20.9	-5.6	-3.7	5.1	-1.0	4.5	24.6	7.3
CCC(C)NCCOc1cccc(Br)c1 (stereo not given)	-20.4	11.5	-0.3	5.3	3.2	1.9	1.9	-7.6	0.9
CCCc1cc2c(cc1NC(=O)c1ccccc1F)OCO2	-22.2	-5.8	-3.6	6.5	2.3	3.5	3.6	32.9	2.5
Cc1nonc1C(=O)N/N=C/c1ccncc1	1.7	-3.8	-0.3	-1.2	0.4	0.2	-0.8	-13.6	6.0
O=C(O)c1ccc(Cl)c(S(=O)(=O)Nc2ccc3cn[nH]c3c2)c1	5.3	-7.1	3.0	21.1	-11.5	-0.3	-2.3	7.5	9.1
COc1ccccc1CC(=O)Nc1ccc2c(c1)CCC2	-34.4	7.8	-0.7	-3.2	0.5	-1.9	10.2	1.1	2.2
CCSc1nnc(Cn2c(=O)sc3ccccc32)n1-c1ccccc1C	3.6	-0.2	0.4	-8.7	-13.7	-0.2	-3.5	-13.7	5.9
Cn1nnc2cc(C(=O)N3CCSCC3)ccc21	-1.1	-25.6	-2.0	16.6	9.1	-2.0	2.1	-0.3	1.8
COC(=O)c1c(C(=O)OC)c(-c2ccccc2)n2c1CS(=O)C2 (stereo not given)	-7.1	-2.8	-0.8	9.8	2.2	-3.5	-4.4	26.3	4.8
CC(c1ccco1)N(Cc1ccco1)C(=O)Nc1ccccc1 (stereo not given)	-1.0	-9.8	-1.6	10.1	12.0	-4.3	-2.1	16.2	5.6
CN(C)c1ccc(C(=S)N2CCOCC2)cc1	-12.9	-3.3	1.3	-0.7	-8.5	5.5	1.5	7.0	3.2
COc1ccc(Nc2cc(C(=O)NCCCN3CCOCC3)c3ccccc3n2)cc1OC	2.1	-16.6	2.5	5.0	-15.4	4.7	6.4	0.8	4.9
O=C(COc1ccccc1)Nc1nccs1	-22.0	3.6	-2.7	-16.8	-12.7	-2.7	-5.5	18.8	1.9
COc1ccc(C2CC(c3ccc4ccccc4c3OC(C)=O)=NN2C(C)=O)cc1 (stereo not given)	-0.8	-1.4	0.9	-5.3	-1.5	1.1	.	37.7	6.6
C=CCNC(=O)N1CCCC(C(=O)c2cccc(Cl)c2)C1 (stereo not given)	-11.1	0.3	0.1	-3.5	-5.4	-5.7	2.4	18.2	-5.0
CCC(C)[C@H](NC(=O)CCn1nnc2ccccc2c1=O)C(=O)O (stereo not given in full)	-5.0	-16.1	0.7	-2.0	-20.8	-1.6	7.2	-51.4	0.7
Cc1noc(/C=C/N(C)C)c1S(=O)(=O)N1CCc2ccccc21	30.2	-32.7	0.8	-3.5	14.6	2.2	-3.0	10.8	6.2

Reformatted: results already given.
Fields: NPY-Y1 PAM-ag, p47phox inh, S1P4 agonist, NPY2 pot ag, S1P4 antag, Ba/F3 V617F tox, NPY Y1 blocker, CHOP inhibitor, BaF3 tox
O=C(COc1ccccc1)Nc1nccs1
 : -22.0, 3.6, -2.7, -16.8, -12.7, -2.7, -5.5, 18.8, 1.9
Cc1noc(/C=C/N(C)C)c1S(=O)(=O)N1CCc2ccccc21
 : 30.2, -32.7, 0.8, -3.5, 14.6, 2.2, -3.0, 10.8, 6.2
COC(=O)c1c(C(=O)OC)c(-c2ccccc2)n2c1CS(=O)C2 (stereo not given)
 : -7.1, -2.8, -0.8, 9.8, 2.2, -3.5, -4.4, 26.3, 4.8
C=CCNC(=O)N1CCCC(C(=O)c2cccc(Cl)c2)C1 (stereo not given)
 : -11.1, 0.3, 0.1, -3.5, -5.4, -5.7, 2.4, 18.2, -5.0
CCSc1nnc(Cn2c(=O)sc3ccccc32)n1-c1ccccc1C
 : 3.6, -0.2, 0.4, -8.7, -13.7, -0.2, -3.5, -13.7, 5.9

(cont.)
SMILES	NPY-Y1 PAM-ag	p47phox inh	S1P4 agonist	NPY2 pot ag	S1P4 antag	Ba/F3 V617F tox	NPY Y1 blocker	CHOP inhibitor	BaF3 tox
O=c1ccsn1Cc1ccccc1	-11.8	-16.6	-0.5	3.8	33.2*	1.8	0.1	36.4	2.5
O=C(CSc1nc2c([nH]c3ccccc32)c(=O)n1-c1cccc(Cl)c1)N1CCOCC1	-11.1	7.5	0.0	-0.5	-16.5	-0.7	9.5	69.0	5.4
Cc1cc(NC(=O)CCCC(=O)N(CC(=O)NCCc2ccccc2)Cc2ccc(F)cc2)no1	-5.8	-5.5	-0.5	8.4	8.5	-4.8	14.1	24.0	-1.1
O=C(Nc1ccc(NC(=O)c2cccs2)c(Cl)c1)c1ccco1	-0.7	-15.0	0.8	-6.0	10.1	0.9	-5.0	-3.4	2.2
CS/C(=C\[N+](=O)[O-])Nc1ccccc1	-4.0	-3.4	0.1	-2.3	4.1	-2.3	-3.8	30.3	0.6
O=C(CN1CCN(c2ccccc2)CC1)Nc1ccc2c(c1)OCCO2	-33.0	6.8	1.2	-24.5	-21.8	3.6	2.8	-5.2	7.7
CCCC1C(C(=O)OCC)=C(C)NC(C)=C1C(=O)OCC	-7.4	-5.0	1.9	7.0	7.4	1.1	1.6	33.5	4.0
COc1cccc(/C=C/C(=O)Nc2ccc3c(c2)OCCO3)c1	-10.4	-13.9	-0.5	-6.2	-17.4	4.3	7.9	-37.3	8.9
Cc1nnc(SCc2ccon2)n1-c1ccccc1	0.7	-17.3	-2.0	19.0	-17.2	-1.2	-5.0	-4.0	4.5
CCN1C(=O)C2(C(C#N)=C(N)Oc3n[nH]c(-c4ccccc4)c32)c2ccccc21 (stereo not given)	-15.4	8.0	-1.0	11.1	6.0	0.2	2.4	16.3	3.5
Cc1cc(N2C(=O)C(=O)/C(=C(/O)c3ccccc3)C2c2cccs2)no1 (stereo not given)	-3.1	-7.5	3.2	-6.6	-7.3	0.4	0.4	-7.8	6.6
CC(C)CC(=O)Nc1cccc(-c2cn3ccsc3n2)c1	-6.7	0.1	-0.5	-9.3	-20.1	-0.8	-1.9	-17.8	1.1
O=C(NCc1cccnc1)Nc1cccc(F)c1	-12.8	8.8	0.4	-3.4	-10.9	3.7	0.9	15.7	6.4
CCOC(=O)NC(=O)C(/C=N/c1sccc1C(=O)OC)=C(\C)O	16.9	-6.0	-2.0	4.3	1.7	-0.6	-4.4	27.5	1.1
Cc1cc(C)cc(N(C(=O)CNC(=O)c2ccco2)C(C(=O)NC2CCCC2)c2cccnc2)c1 (stereo not given)	-11.5	2.7	0.0	4.7	-9.7	1.8	4.2	8.9	6.8
Cc1cc(C)c2nc(SCC(=O)NNC(=O)c3ccco3)c(C)cc2c1	5.5	-9.8	-0.2	-16.5	-17.4	-6.3	10.4	33.7	-0.5
CN(C)c1ccc(CNn2cnnc2SCC(=O)NC(C)(C)C)cc1	5.4	-2.1	-0.8	-12.8	1.4	-1.6	6.6	-13.2	4.0
Nc1ccc2c(c1)nnn2-c1ccccc1	17.2	-1.2	0.8	-14.6	-66.6	-0.9	.	12.8	2.2
O=C(NCc1ccco1)c1cccc(NC(=O)c2ccco2)c1	7.9	-10.2	-0.6	11.9	3.8	5.1	-5.1	16.6	13.8
Cc1ccccc1NC(=O)c1ccc(Cl)c(NC(=O)c2cccnc2)c1	-3.7	2.3	6.7	-9.2	-1.2	-1.4	1.8	-1.4	5.3
COc1ccccc1NC(=O)CCS(=O)(=O)c1ccccc1	-7.9	2.2	-0.7	-12.8	-4.2	1.7	-1.5	-9.2	0.4
Cc1cccc(N(C(=O)Cn2nnc3ccccc32)C(C(=O)NC(C)(C)C)c2ccsc2)c1 (stereo not given)	-4.2	-10.0	-2.2	0.7	-6.6	-3.0	-1.2	31.9	4.9
CC1(C(=O)NCc2ccccn2)C=CCN1C(=O)c1ccccc1 (stereo not given)	8.0	1.4	-0.1	-2.6	2.5	-2.6	-0.5	-15.0	0.8
CCOC(=O)C(C)Sc1ncnc2c1nnn2-c1ccc(F)cc1 (stereo not given)	-45.2	-9.0	-0.9	-27.2	-5.7	-3.3	3.4	-6.9	-0.6
O=C(O)c1cccnc1SCc1cccc(Cl)c1	-16.4	-11.1	1.4	3.3	-10.4	2.3	12.7	9.2	1.0
COC(=O)c1c(NC(=O)CN2C(=O)NC3(CCc4ccccc4C3)C2=O)sc2c1CCCCC2 (stereo not given)	-34.7	-11.9	3.1	-38.6	16.8	2.5	7.0	34.8	7.6
COC(=O)c1c(NC(=O)c2ccnn2C)sc(C)c1C	-12.9	.	0.5	6.4	-5.9	-5.0	-0.4	.	-0.5
CC1CCC(=C(C#N)c2nc(-c3cc4ccccc4oc3=O)cs2)CC1 (stereo not given)	-20.9	-48.2	-0.2	-4.5	6.7	-0.4	0.6	42.4	2.9
COc1ccc(C2C(=O)N(CCc3ccccc3)CC(=O)N2C2CCCCC2)cc1 (stereo not given)	-26.2	-19.0	1.2	6.9	5.9	-3.8	2.8	11.5	2.2
CC(C)(C)C(=O)NC(CC(=O)O)c1ccccc1 (stereo not given)	14.8	-7.9	1.0	13.9	-7.2	-2.5	0.8	-4.9	3.8
CC(C)(C(=O)Nc1nccs1)c1ccccc1	1.1	-3.1	-0.1	-1.0	-6.8	-1.0	-0.4	-1.9	3.5
O=C(CSCc1ccc(Cl)cc1Cl)Nc1nccs1	23.8	-4.3	-0.6	1.6	10.2	5.2	-0.2	4.8	6.3
CC(Cl)C(=O)Nc1cc(C(C)(C)C)nn1-c1ccccc1 (stereo not given)	9.5	-5.8	2.5	-5.3	-5.2	3.4	8.4	47.8	9.0
Cc1snc(SCC(=O)c2ccc(F)cc2)c1C#N	2.5	1.8	-0.6	3.0	-10.2	-1.7	-0.7	-32.0	1.6
Cc1cc(NS(=O)(=O)c2ccccc2)c([N+](=O)[O-])cc1C	7.7	7.7	-0.8	8.6	-20.6	-1.2	-0.9	22.1	3.0
O=C1C=C(NCCN2CCOCC2)CC(c2ccccc2)C1 (stereo not given)	-12.4	-4.7	0.1	-3.0	-8.1	2.1	-0.2	-1.4	4.9
COc1ccc(N/C=C(/C(C)=O)c2ccccc2)cc1	-14.2	-8.4	-0.7	4.4	-2.7	-1.3	5.5	22.8	2.0
COc1cc(OC)c(C2C(C#N)=C(N)OC3=C2C(=O)CC(C)C3)cc1OC (stereo not given)	6.3	-6.7	-0.8	13.8	8.9	-1.3	-2.8	2.6	0.5
CCOC(=O)c1ccc(S(=O)(=O)NNC(=O)COc2cccc(C)c2)cc1	7.3	-2.8	0.1	0.1	7.0	-2.2	8.5	-7.6	3.0
